High-throughput results from PubChem.
TMEM16A act = activators or potentiators of mouse TMEM16A chloride channel. Q8BHY3. B-score at 10 µM. HEK293 TMEM16A/YFP-H148Q/I152L, iodide quench fluorescence; active compounds read low. 340,000 compounds, 0.3% hits;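 active = fluorescence-ratio B-score plate-corrected deviation score at least 3 library SD below zero, with starting fluorescence score within 5 deviations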;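 also: channel opened by trigger with iodide after compound preincubation; score built on the fluorescence ratio of max minus min over baseline; more negative score means more quench and so TMEM16A activation or potentiation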
RGS4 pot = potentiators or activators of RGS4. HEK293 M3R/inducible RGS4, carbachol calcium flux Fluo4; active compounds read low. B-score at 10 µM. 310,000 compounds, 0.92% hits. AID 463111;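 active = B-score of the integrated calcium signal more than 4 SD below the library mean, with starting fluorescence not abnormally high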;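 also: negative B-score means reduced calcium response which marks RGS4 activation or potentiation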
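Assay system: Inducible-RGS4 HEK293 cells carrying M3 receptor | Schedule: Compound preincubation 20 min at room temperature before agonist | Signal: Kinetic calcium fluorescence imaging with Fluo4-AM dye, 2 µM | Read-out basis: B score from integrated fluorescence ratio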
MrgX1 antag = human MrgX1 receptor antagonism, primary screen; Q96LB2; MRGX1-HEK293 calcium flux, Fluo-4, BAM8-22 antagonism; active compounds read low; B-score at 10 µM; 310,000 compounds, 1.3% hits; AID 588676;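 active = calcium-response B-score plate-corrected more than 3 library SD below zero, starting fluorescence within 5 deviations, no agonist response on first addition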;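 also: peak minus trough fluorescence over baseline after final BAM8-22 challenge near maximal dose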
Target sequence (Q96LB2 whole entry, looked up): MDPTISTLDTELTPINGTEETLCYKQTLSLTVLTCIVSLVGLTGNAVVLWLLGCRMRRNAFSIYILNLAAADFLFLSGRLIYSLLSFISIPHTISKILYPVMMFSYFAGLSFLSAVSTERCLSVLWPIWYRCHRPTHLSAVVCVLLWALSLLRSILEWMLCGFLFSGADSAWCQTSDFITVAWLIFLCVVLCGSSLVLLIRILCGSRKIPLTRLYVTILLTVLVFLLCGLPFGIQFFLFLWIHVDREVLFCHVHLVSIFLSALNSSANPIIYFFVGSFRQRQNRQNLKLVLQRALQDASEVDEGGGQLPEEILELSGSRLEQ
MrgX1 PAM = human MrgX1 positive allosteric modulation, primary screen. Q96LB2. MrgX1-HEK293, Fluo-4 calcium flux, FDSS; active compounds read high. B-score at 10 µM. 310,000 compounds, 0.63% hits;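 active = plate-corrected calcium response at least 3 library SD above typical, normal starting fluorescence, not activating the receptor alone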;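 also: compound read alongside a low EC10 to EC30 dose of BAM8-22 agonist; peak minus trough fluorescence over baseline measured at the second addition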
TMEM16A inh = inhibitors of mouse TMEM16A calcium-activated chloride channel; Q8BHY3; HEK293 TMEM16A/YFP iodide influx fluorescence, ionomycin; normalized B-score (activity score, 25-100; higher = stronger inhibition) at 10 µM; 310,000 compounds, 1.2% hits;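 active = ratio plate-corrected score three or more library SD toward inhibition, starting fluorescence score within five deviations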;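 also: score derived from kinetic fluorescence span divided by baseline fluorescence per well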
TRPC6 inhibitor = mouse TRPC6 channel inhibition; HEK293-TRPC6, membrane potential dye, ACh-evoked depolarization; active compounds read low; B-score at 10 µM; 310,000 compounds, 1.1% hits;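 active = B-score under library mean minus 3 SD, initial fluorescence not abnormally high, positive integrated signal ratio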;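 also: B-score derived from integrated fluorescence ratio over the kinetic read; more negative B-score means stronger inhibition of depolarization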
RGS4 block = inhibitors of human RGS4. P49798. HEK293 M3R/RGS4 inducible, Fluo-4 calcium flux; active compounds read high; triggered by carbachol at its EC20. B-score at 10 µM. 310,000 compounds, 0.45% hits;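 active = B-score, a plate-corrected calcium signal, over three deviations above library mean, with baseline fluorescence within five deviations of library mean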;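 also: RGS4 expression induced by doxycycline in cells with stable M3 receptor; B-score is computed from the integrated fluorescence ratio over baseline after carbachol; higher B-score means a larger calcium signal and so more RGS4 inhibition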
Target sequence (P49798 whole entry, looked up): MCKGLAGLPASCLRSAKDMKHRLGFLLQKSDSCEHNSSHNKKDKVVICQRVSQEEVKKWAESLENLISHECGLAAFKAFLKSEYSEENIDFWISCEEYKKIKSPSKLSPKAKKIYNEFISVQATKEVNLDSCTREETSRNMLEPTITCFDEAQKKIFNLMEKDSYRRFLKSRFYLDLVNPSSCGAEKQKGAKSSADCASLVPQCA
MrgX1 ag = human MrgX1 receptor agonism, primary screen | 310,000 compounds, 0.44% hits | B-score at 10 µM | Q96LB2 | MrgX1-HEK293 cells, Fluo-4 calcium fluorescence, agonist mode; active compounds read high;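 active = calcium response B-score plate-corrected fluorescence ratio at least 3 library SD, with starting fluorescence B-score inside 5 SD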
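Test system: HEK293 cells stably expressing human MrgX1 receptor; Input: fifteen thousand cells per well; Dosing: compound delivered in addition one of three; Schedule: overnight seeding, then 1 h dark dye loading; Technique: Fluo-4 NW calcium fluorescence; Measure: B-scored fluorescence response ratio; Controls: positive and negative controls per plate.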
SKKanGAS inh = blocks kanamycin growth of S. pyogenes SKKanGAS strain. 300,000 compounds, 1.3% hits. inhibition, % at 7.5 µM. AID 1662. BacTiter-Glo, 6 h;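 active = mean replicate score, as percent of positive control median, at least 50; inconclusive = mean below 50 but one replicate at or above 50; inactive = mean and every replicate below 50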;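 also: strain carries kanamycin resistance gene driven by streptokinase promoter and grows in 40 µg/ml kanamycin; loss of luminescence reflects streptokinase promoter inhibition or plain growth inhibition; 0% = median of DMSO wells and 100% = positive control at its reference dose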
TRPC6 act = activates the mouse TRPC6 cation channel; Q61143; HEK293-TRPC6 membrane potential dye fluorescence; active compounds read high; B-score at 10 µM; 310,000 compounds, 0.13% hits;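 active = B-score of the integrated fluorescence ratio above library mean plus 3 SD, and starting fluorescence ratio within library mean plus 5 SD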;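 also: higher score means more depolarization so channel activation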
HDAC3 inhib = human HDAC3 inhibition; O15379; recombinant HDAC3, fluorogenic peptide/trypsin coupled, fluorescence; inhibition, % at 8.3 µM; 320,000 compounds, 0.15% hits; AID 2718; in the data active = inhibition above about 26%, passing the limit was not always enough; inconclusive = no clear call, values can overlap the other calls
Target sequence (O15379 whole entry, looked up): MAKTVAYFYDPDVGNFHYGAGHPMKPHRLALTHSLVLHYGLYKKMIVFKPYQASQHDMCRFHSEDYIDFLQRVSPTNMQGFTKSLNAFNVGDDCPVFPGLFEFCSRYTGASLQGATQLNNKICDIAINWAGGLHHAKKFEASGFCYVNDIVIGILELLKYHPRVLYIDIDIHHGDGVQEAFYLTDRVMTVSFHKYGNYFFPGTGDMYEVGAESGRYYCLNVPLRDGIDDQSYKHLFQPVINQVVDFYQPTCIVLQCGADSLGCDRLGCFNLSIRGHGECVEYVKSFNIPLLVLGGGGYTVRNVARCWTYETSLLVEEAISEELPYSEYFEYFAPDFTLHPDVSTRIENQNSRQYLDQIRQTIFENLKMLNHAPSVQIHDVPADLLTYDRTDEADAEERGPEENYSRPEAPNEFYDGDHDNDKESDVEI
Active calls of the source: *.

Screening COc1cc2c(cc1OC)C1(Nc3c-2c(C)nn3-c2ccccc2)C(=O)Nc2ccccc21 (centres undefined) returned TMEM16A act inactive, MrgX1 antag inactive, MrgX1 PAM 6.7*, TMEM16A inh inactive, MrgX1 ag inactive and HDAC3 inhib -12.
For FC(F)(F)c1cc(-c2ccccc2)nc(N2CCCCC2)n1 the results were TMEM16A act inactive, RGS4 pot inactive, MrgX1 antag inactive, MrgX1 PAM inactive, TMEM16A inh inactive, TRPC6 inhibitor inactive, RGS4 block inactive, MrgX1 ag inactive, SKKanGAS inh 84*, TRPC6 act inactive and HDAC3 inhib 2.
COc1ccccc1C(=O)Nc1sc(C(=O)N2CCCC2)c(C)c1C#N was read as TMEM16A act inactive, RGS4 pot inactive, MrgX1 antag inactive, MrgX1 PAM inactive, TMEM16A inh inactive, TRPC6 inhibitor inactive, RGS4 block inactive, MrgX1 ag inactive, SKKanGAS inh -7, TRPC6 act inactive and HDAC3 inhib -11.
`Cc1nc2ccc(S(=O)(=O)NC(C(=O)N3CCn4c3nc3ccccc34)C(C)C)cc2s1` (centres undefined) gave TMEM16A act inactive, RGS4 pot inactive, MrgX1 antag inactive, MrgX1 PAM inactive, TMEM16A inh inactive, TRPC6 inhibitor inactive, RGS4 block inactive, MrgX1 ag inactive, SKKanGAS inh 0, TRPC6 act inactive and HDAC3 inhib 4.
For Cc1noc(/C=C/c2ccco2)c1S(=O)(=O)N1CCC(C(=O)N(C)Cc2ccccc2)CC1 the results were TMEM16A act inactive, RGS4 pot inactive, MrgX1 antag inactive, MrgX1 PAM inactive, TMEM16A inh inactive, TRPC6 inhibitor inactive, RGS4 block inactive, MrgX1 ag inactive, SKKanGAS inh 5, TRPC6 act inactive and HDAC3 inhib 2.
`O=C(CSc1nnc(CNC(=O)C23CC4CC(CC(C4)C2)C3)n1-c1ccccc1)Nc1ccc(F)cc1` gave TMEM16A act inactive, RGS4 pot inactive, MrgX1 antag inactive, MrgX1 PAM inactive, TMEM16A inh inactive, TRPC6 inhibitor inactive, RGS4 block inactive, MrgX1 ag inactive, SKKanGAS inh 0, TRPC6 act inactive and HDAC3 inhib -5.
For Cc1sc2ncn(CC(=O)NCCCC(=O)NCc3ccc(F)cc3)c(=O)c2c1C the results were TMEM16A act inactive, RGS4 pot inactive, MrgX1 antag inactive, MrgX1 PAM inactive, TMEM16A inh inactive, TRPC6 inhibitor inactive, RGS4 block inactive, MrgX1 ag inactive, SKKanGAS inh 0, TRPC6 act inactive and HDAC3 inhib -2.
`COc1ccccc1OCC(O)CN1CCOCC1` (centres undefined) gave TMEM16A act inactive, RGS4 pot inactive, MrgX1 antag inactive, MrgX1 PAM inactive, TMEM16A inh inactive, TRPC6 inhibitor inactive, RGS4 block inactive, MrgX1 ag inactive, SKKanGAS inh -6, TRPC6 act inactive and HDAC3 inhib -3.
`COc1cccc(N(CC(=O)Nc2ccc3c(c2)OCO3)S(=O)(=O)c2ccccc2)c1` gave TMEM16A act inactive, RGS4 pot inactive, MrgX1 antag inactive, MrgX1 PAM inactive, TMEM16A inh inactive, TRPC6 inhibitor inactive, RGS4 block inactive, MrgX1 ag inactive, SKKanGAS inh 3, TRPC6 act inactive and HDAC3 inhib -4.
For CC(=O)NC(Cc1ccccc1)C(=O)NC1CCN(C(=O)c2ccc([N+](=O)[O-])cc2)CC1 (centres undefined) the results were TMEM16A act inactive, RGS4 pot inactive, MrgX1 antag inactive, MrgX1 PAM inactive, TMEM16A inh inactive, TRPC6 inhibitor inactive, RGS4 block inactive, MrgX1 ag inactive, SKKanGAS inh 1, TRPC6 act inactive and HDAC3 inhib 2.
For Oc1ccc(-c2csc(Nc3ccccn3)n2)c(O)c1 the results were TMEM16A act inactive, RGS4 pot inactive, MrgX1 antag inactive, MrgX1 PAM inactive, TMEM16A inh inactive, TRPC6 inhibitor inactive, RGS4 block inactive, MrgX1 ag inactive, SKKanGAS inh 1, TRPC6 act inactive and HDAC3 inhib inconclusive.
`O=C(CC(C(=O)NCc1ccccc1)c1nc2ccccc2c(=O)[nH]1)NCc1ccccc1` (centres undefined) gave TMEM16A act inactive, RGS4 pot inactive, MrgX1 antag inactive, MrgX1 PAM inactive, TMEM16A inh inactive, TRPC6 inhibitor inactive, RGS4 block inactive, MrgX1 ag inactive, SKKanGAS inh 0 and TRPC6 act inactive.
`Cc1cc(C)c(S(=O)(=O)Nc2ccc(Cl)cn2)c(C)c1` gave TMEM16A act inactive, RGS4 pot inactive, MrgX1 antag inactive, MrgX1 PAM inactive, TMEM16A inh inactive, TRPC6 inhibitor inactive, RGS4 block inactive, MrgX1 ag inactive, SKKanGAS inh 3, TRPC6 act inactive and HDAC3 inhib 2.
`COc1ccccc1NC(=O)c1cc(-c2cc(OC)c(OC)c(OC)c2)nc2ccccc12` gave TMEM16A act inactive, RGS4 pot inactive, MrgX1 antag inactive, MrgX1 PAM inactive, TMEM16A inh inactive, TRPC6 inhibitor inactive, RGS4 block inactive, MrgX1 ag inactive, SKKanGAS inh 7, TRPC6 act inactive and HDAC3 inhib 3.
`Cc1cc(=O)[nH]c(N/N=C/c2ccc(N(C)C)cc2)n1` gave TMEM16A act inactive, RGS4 pot inactive, MrgX1 antag inactive, MrgX1 PAM inactive, TMEM16A inh inactive, TRPC6 inhibitor inactive, RGS4 block inactive, MrgX1 ag inactive, SKKanGAS inh 3, TRPC6 act inactive and HDAC3 inhib 2.
Screening COc1ccc(S(=O)(=O)NCc2ccncc2)cc1NC(=O)c1ccc(Cl)cc1 returned TMEM16A act inactive, RGS4 pot inactive, MrgX1 antag inactive, MrgX1 PAM inactive, TMEM16A inh inactive, TRPC6 inhibitor inactive, RGS4 block inactive, MrgX1 ag inactive, SKKanGAS inh -4, TRPC6 act inactive and HDAC3 inhib -1.
CCc1ccc(-c2nn[nH]n2)cc1 was read as TMEM16A act inactive, RGS4 pot inactive, MrgX1 antag inactive, MrgX1 PAM inactive, TMEM16A inh inactive, TRPC6 inhibitor inactive, RGS4 block inactive, MrgX1 ag inactive, SKKanGAS inh -3, TRPC6 act inactive and HDAC3 inhib -3.
`c1ccc2c(c1)ncn2CCOCCOCCn1cnc2ccccc21` gave TMEM16A act inactive, RGS4 pot inactive, MrgX1 antag inactive, MrgX1 PAM inactive, TMEM16A inh inactive, TRPC6 inhibitor inactive, RGS4 block inactive, MrgX1 ag inactive, SKKanGAS inh 3, TRPC6 act inactive and HDAC3 inhib -2.
CCCCN(C)CCCN1C(=O)C2C(C(=O)Nc3cccc(OC)c3)C3C=CC2(O3)C1C(=O)NC1CCCCC1C (centres undefined) was read as TMEM16A act inactive, RGS4 pot inactive, MrgX1 antag inactive, MrgX1 PAM inactive, TMEM16A inh inactive, TRPC6 inhibitor inactive, RGS4 block inactive, MrgX1 ag inactive, SKKanGAS inh -2, TRPC6 act inactive and HDAC3 inhib 2.
COc1ccc(CN2CCc3ccccc3C2)c(OC)c1OC was read as TMEM16A act inactive, RGS4 pot inactive, MrgX1 antag inactive, MrgX1 PAM inactive, TMEM16A inh inactive, TRPC6 inhibitor inactive, RGS4 block inactive, MrgX1 ag inactive, SKKanGAS inh -3, TRPC6 act inactive and HDAC3 inhib 0.
`O=C(CCN1CCCCC1)c1ccccc1` gave TMEM16A act inactive, RGS4 pot inactive, MrgX1 antag inactive, MrgX1 PAM inactive, TMEM16A inh inactive, TRPC6 inhibitor inactive, RGS4 block inactive, MrgX1 ag inactive, SKKanGAS inh 4, TRPC6 act inactive and HDAC3 inhib 1.
`O=c1[nH]c(Nc2ccccc2)cc2cc(Br)ccc12` gave TMEM16A act inactive, RGS4 pot inactive, MrgX1 antag inactive, MrgX1 PAM inactive, TMEM16A inh inactive, TRPC6 inhibitor inactive, RGS4 block inactive, MrgX1 ag inactive, SKKanGAS inh 12, TRPC6 act inactive and HDAC3 inhib 3.
For CCn1c(C2CCN(Cc3ccccc3)CC2)n[nH]c1=S the results were TMEM16A act inactive, RGS4 pot inactive, MrgX1 antag inactive, MrgX1 PAM inactive, TMEM16A inh inactive, TRPC6 inhibitor inactive, RGS4 block inactive, MrgX1 ag inactive, SKKanGAS inh 1 and TRPC6 act inactive.
Screening Cc1nc2c3ccccc3nc(NNC(=O)CCC(=O)N3CCCC(C)C3)n2n1 (centres undefined) returned TMEM16A act inactive, RGS4 pot inactive, MrgX1 antag inactive, MrgX1 PAM inactive, TMEM16A inh inactive, TRPC6 inhibitor inactive, RGS4 block inactive, MrgX1 ag inactive, SKKanGAS inh -10, TRPC6 act inactive and HDAC3 inhib -3.
Cc1ccc(S(=O)(=O)NNC(=O)Nc2cccc3ccccc23)cc1 was read as TMEM16A act inactive, RGS4 pot inactive, MrgX1 antag inactive, MrgX1 PAM inactive, TMEM16A inh inactive, TRPC6 inhibitor inactive, RGS4 block inactive, MrgX1 ag inactive, SKKanGAS inh 8, TRPC6 act inactive and HDAC3 inhib -3.
Screening O=C(NCCc1ccc(Cl)cc1)C1CCN(c2ncccn2)CC1 returned TMEM16A act inactive, RGS4 pot inactive, MrgX1 antag inactive, MrgX1 PAM inactive, TMEM16A inh inactive, TRPC6 inhibitor inactive, RGS4 block inactive, MrgX1 ag inactive, SKKanGAS inh -4, TRPC6 act inactive and HDAC3 inhib 12.
For FC(F)Sc1ccc(Nc2ncnc3nc[nH]c23)cc1 the results were TMEM16A act inactive, RGS4 pot inactive, MrgX1 antag inactive, MrgX1 PAM inactive, TMEM16A inh inactive, TRPC6 inhibitor inactive, RGS4 block inactive, MrgX1 ag inactive, SKKanGAS inh 2, TRPC6 act inactive and HDAC3 inhib -7.
For N#CC1=C(N)Oc2c(oc(CO)cc2=O)C12C(=O)Nc1ccc(Cl)cc12 (centres undefined) the results were TMEM16A act inactive, RGS4 pot inactive, MrgX1 antag inactive, MrgX1 PAM inactive, TMEM16A inh inactive, TRPC6 inhibitor inactive, RGS4 block inactive, MrgX1 ag inactive, SKKanGAS inh 10, TRPC6 act inactive and HDAC3 inhib -2.
`Cc1cc(NC(=O)COc2ccc(Cl)cc2Cl)n(-c2ccccc2)n1` gave TMEM16A act inactive, RGS4 pot inactive, MrgX1 antag inactive, MrgX1 PAM inactive, TMEM16A inh inactive, TRPC6 inhibitor inactive, RGS4 block inactive, MrgX1 ag inactive, SKKanGAS inh -16, TRPC6 act inactive and HDAC3 inhib 0.
